CHRM1 antagonist – human M1 muscarinic receptor antagonists, primary screen, CHO-K1 cells, Fluo-8 calcium fluorescence, 1536-well. Muscarinic acetylcholine receptor M1 (Homo sapiens), P11229. AID 588852, 2011. hit rate 1.3% among 360,000. inhibition, % at 3 µM. CHO-K1 hM1, ACh EC80 antagonist;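 active = percent inhibition above its own plate's cutoff, namely the mean of that plate's compound wells plus 3 SD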;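 note: peak over basal fluorescence ratio during 140 s after agonist addition; 0% = ACh EC80 plus DMSO and 100% = DMSO alone without agonist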
Target sequence (P11229 whole entry, looked up): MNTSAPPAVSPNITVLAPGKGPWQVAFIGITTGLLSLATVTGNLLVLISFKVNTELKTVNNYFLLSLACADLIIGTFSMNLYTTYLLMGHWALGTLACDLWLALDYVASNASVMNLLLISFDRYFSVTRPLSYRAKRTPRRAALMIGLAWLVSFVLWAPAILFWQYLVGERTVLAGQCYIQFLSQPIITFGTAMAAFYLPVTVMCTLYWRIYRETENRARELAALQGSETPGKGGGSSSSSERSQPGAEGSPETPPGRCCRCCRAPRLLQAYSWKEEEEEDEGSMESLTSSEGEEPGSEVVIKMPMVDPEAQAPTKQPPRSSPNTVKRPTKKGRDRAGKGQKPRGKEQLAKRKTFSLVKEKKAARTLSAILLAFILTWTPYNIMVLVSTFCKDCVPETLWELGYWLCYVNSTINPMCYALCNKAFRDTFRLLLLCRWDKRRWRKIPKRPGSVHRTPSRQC
TAAR1 agonist – human TAAR1 agonists, primary screen, Fluo-8 calcium fluorescence, CHO RD-HGA16 cells; activation, % at 3 µM; vehicle wells 0%, saturating PEA agonist 100%; Trace amine-associated receptor 1 (Homo sapiens), Q96RJ0; hit rate 0.99% among 360,000; AID 624467, 2012;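 active = activation above the mean activation of all test compounds in the run plus 3 SD, cut at about 38% in these data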
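Test system: RD-HGA16 (CHO) cells co-expressing Gα16 and hTAAR1 / Benchmarks: DMSO vehicle as 0%, PEA at EC100 as 100% / Repeats: no replicates (n 1) / Measure: % activation from peak over basal fluorescence ratio, DMSO-to-PEA scaled / Timing: 17-24 h plating, Fluo-8 75 min 37 °C, 30 min RT / Technique: kinetic Fluo-8 calcium fluorescence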
M1 PAM – human M1 muscarinic receptor positive allosteric modulators, primary screen, CHO-K1 cells, Fluo-8 calcium fluorescence, 1536-well | Muscarinic acetylcholine receptor M1 (Homo sapiens), P11229 | CHO-K1 hM1, ACh EC20; 0% = ACh EC20, 100% = maximal ACh | activation, % at 3 µM | hit rate 0.088% among 360,000 | AID 588819, 2011; in the data active = activation above about 19%, passing the limit was not always enough
OXTR agonist – human OXTR agonists, primary screen, fluorescence, CHO-OTR cells, Fluo-8 calcium. Oxytocin receptor (Homo sapiens), P30559. Fluo-8 calcium fluorescence; normalized: DMSO 0%, oxytocin 100%. activation, % at 3 µM. hit rate 0.32% among 320,000. AID 2435, 2010;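 active = activation above the mean of all tested compounds plus 3 SD, cutoff set per screening run, cut at about 20% in these data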;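 note: peak over basal fluorescence ratio from a 100 s FLIPR kinetic read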
CHO parental Ca – ATP-evoked calcium signal inhibitors, parental CHO, primary screen, counter-screen for OX1R antagonist project, cell-based, fluorescence, Fluo-8 calcium dye; AID 463079, 2010; hit rate 0.63% among 330,000; inhibition, % at 5.6 µM; parental CHO-K1, ATP-induced calcium, Fluo-8 fluorescence;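 active = inhibition above that plate's mean sample inhibition plus 3 SD, cut at about 26% in these data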;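 note: 0% = ATP-challenged DMSO wells and 100% = DMSO wells without ATP; some compounds past the cut are filed as inactive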
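test system = CHO parental line | reagent = ATP stimulus | measured by = intracellular calcium via Fluo-8 no-wash fluorescent dye | control set = ATP and no-ATP DMSO wells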
OXTR potentiate – human OXTR potentiators, primary screen, fluorescence, CHO-OTR cells, Fluo-8 calcium; Fluo-8 calcium fluorescence, potentiator mode; 0% = oxytocin EC15, 100% = EC100; activation, % at 3 µM; Oxytocin receptor (Homo sapiens), P30559; hit rate 0.061% among 320,000;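 active = activation above that plate's cutoff, the mean activation of tested compounds plus 3 SD, cut at about 6.6% in these data, passing the limit was not always enough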;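 note: 100% uses oxytocin at 75 nM as the full agonist control; some results filed as inactive read as strong as hits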
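System: human OTR in CHO cells / Also added: sub-maximal oxytocin, roughly EC15 / Control set: EC15 oxytocin low, 75 nM oxytocin high / Schedule: 6 min compound pre-incubation at room temperature, 100 s kinetic read / Compound: single-point 3.0 µM / Replication: singlicate / Technique: Fluo-8 calcium dye fluorescence / Read-out basis: % activation of max/min ratio relative to oxytocin controls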
V1aR counter – agonists of human V1a receptor, primary screen, counter-screen for OXTR agonist project, fluorescence, CHO-V1R cells. activation, % at 3 µM. Vasopressin V1a receptor (Homo sapiens), P37288. hit rate 0.25% among 320,000. AID 2797, 2010. Fluo-8 calcium fluorescence, agonist mode; 0% DMSO, 100% 3 nM vasopressin;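 active = activation above the mean activation of all tested compounds plus 3 SD, per screening run, cut at about 20% in these data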;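 note: signal is peak over basal fluorescence ratio across a 100 second FLIPR read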
Target sequence (P37288 whole entry, looked up): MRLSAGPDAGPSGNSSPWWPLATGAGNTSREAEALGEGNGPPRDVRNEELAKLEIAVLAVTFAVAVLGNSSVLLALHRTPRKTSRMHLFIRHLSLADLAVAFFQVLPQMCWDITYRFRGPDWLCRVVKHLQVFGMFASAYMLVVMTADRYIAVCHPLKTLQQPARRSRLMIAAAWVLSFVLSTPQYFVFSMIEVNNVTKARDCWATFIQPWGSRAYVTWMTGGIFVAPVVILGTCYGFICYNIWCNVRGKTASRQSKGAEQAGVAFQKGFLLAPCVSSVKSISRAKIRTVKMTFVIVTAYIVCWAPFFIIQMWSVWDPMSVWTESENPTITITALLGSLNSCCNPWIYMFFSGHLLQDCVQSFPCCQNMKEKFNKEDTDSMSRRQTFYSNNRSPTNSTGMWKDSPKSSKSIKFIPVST
CHRM1 agonist – human M1 muscarinic receptor agonists, primary screen, Fluo-8 calcium fluorescence, CHO-K1 cells, HTS; Muscarinic acetylcholine receptor M1 (Homo sapiens), P11229; CHO-K1 hM1, agonist mode; 0% DMSO, 100% acetylcholine EC100; activation, % at 3 µM; hit rate 0.33% among 360,000;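 active = activation above the run's mean compound activation plus 3 SD, cut at about 16% in these data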;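 note: peak over basal fluorescence ratio within a 140 s kinetic read after compound addition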
TAAR1 antag – human TAAR1 antagonists, primary screen, Fluo-8 calcium fluorescence, CHO RD-HGA16 cells | antagonist | AID 624466, 2012 | hit rate 1.5% among 360,000 | Trace amine-associated receptor 1 (Homo sapiens), Q96RJ0 | inhibition, % at 3 µM;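 active = inhibition above a per-plate cutoff, the mean inhibition of test compounds on that plate plus 3 SD, cut at about 49% in these data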;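 note: 0% = DMSO plus EC80 beta-PEA response and 100% = DMSO alone without agonist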
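test system = CHO RD-HGA16 cells bearing hTAAR1 | replication = singlicate | controls = DMSO-only wells and EC80 β-PEA-stimulated wells | reagent = EC80 β-phenethylamine stimulus | read-out basis = percent inhibition of PEA-evoked calcium signal, max/basal emission ratio | schedule = seeding 17-24 h prior, 75-min 37 °C, 30-min RT dye loading | signal = kinetic Fluo-8 calcium fluorescence measurement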
Starred values were filed as active, the others as inactive; nt = no result given.

nr | canonical_smiles | CHRM1 antagonist | TAAR1 agonist | M1 PAM | OXTR agonist | CHO parental Ca | OXTR potentiate | V1aR counter | CHRM1 agonist | TAAR1 antag
1 | Cc1ccccc1SCc1noc(C(=O)NCC2CCCO2)c1C(=O)O (stereo not drawn) | 9 | 2 | 2 | -0.2 | 4 | -7 | -0.1 | -4 | -3
2 | CSc1ccc(-c2nc(CN3CCCCC3c3cccnc3)c(C)o2)cc1 (stereo not drawn) | 1 | -3 | -1 | -0.5 | -26 | -2 | -0.7 | -6 | -27
3 | O=C(Nc1ccc2c(c1)OCCO2)c1ccc(Cl)c(S(=O)(=O)N2CCOCC2)c1 | 1 | 14 | -6 | -1.4 | -31 | -10 | -0.4 | -2 | 39
4 | CC(C)(C)n1nc2c(c1NC(=O)c1cccc(C(F)(F)F)c1)CS(=O)C2 (stereo not drawn) | -18 | 6 | -1 | -0.7 | -13 | -6 | 0.1 | -2 | -5
5 | Cc1ccc(C)c(NC(=O)CSc2nnc(C3CCCCC3)o2)c1 | 0 | -1 | 4 | 0.1 | -10 | 2 | 0.0 | -4 | -9
6 | CCC(C)c1c(NS(=O)(=O)c2ccc(C)cc2)o[nH]c1=O (stereo not drawn) | -10 | 0 | 3 | nt | nt | nt | nt | -1 | 12
7 | CN(C)CC#CCOC(c1ccccc1)c1ccccc1 | 80* | -1 | -20 | -0.4 | -2 | -19 | -0.3 | 7 | -14
8 | COc1cc(CCCN2CCNC[C@@H]2CC2CCCCC2)cc(OC)c1OC | -5 | 19 | 6 | 2.9 | -20 | 4 | 2.4 | -4 | 7
9 | Cc1cc(NC(=O)CSc2nnc(COc3cccc(C)c3C)n2Cc2ccco2)no1 | -3 | 13 | 4 | -1.4 | -6 | -9 | -0.9 | 1 | 18
10 | CN(CCCC(=O)N1CCCC(C(N)=O)C1)S(=O)(=O)c1ccc(F)cc1 (stereo not drawn) | -13 | 3 | 11 | 0.0 | -4 | -12 | -1.2 | -5 | -1
11 | Nc1ccc2c(c1)C(O)c1ccc(Cl)cc1-2 (stereo not drawn) | -5 | 2 | 12 | nt | nt | nt | nt | -1 | -3
12 | CCC(C)Sc1nnc(Cc2cc(=O)[nH]c(=O)[nH]2)n1-c1ccc(OC)cc1 (stereo not drawn) | -5 | 1 | 5 | 0.8 | 1 | -2 | 0.9 | 0 | -7
13 | CCCC(=O)N(Cc1cc2ccccc2[nH]c1=O)c1ccccc1OC | -10 | 5 | 5 | 0.7 | -12 | -9 | 1.1 | 2 | -26
14 | Cc1ccc(-c2nnc(NC(=O)c3ccc([N+](=O)[O-])o3)o2)c(C)c1 | -6 | 0 | 0 | -1.5 | -7 | -7 | -0.5 | -2 | -30
15 | CC(=O)N1c2ccccc2Sc2ccccc21 | -12 | 2 | 16 | nt | nt | nt | nt | -7 | 2
16 | COCCCNC(=S)NNC(=O)c1csc2ccccc12 | -21 | 2 | 16 | -1.7 | -2 | 1 | 2.0 | -6 | -9
17 | O=C1Nc2ccccc2N2CCCC12 (stereo not drawn) | nt | nt | nt | 1.4 | -8 | 0 | 0.3 | nt | nt
18 | Nc1c(C(=O)N/N=C/c2ccc(F)cc2)oc2nc(-c3ccccc3)cc(-c3ccco3)c12 | -9 | 6 | 8 | 0.3 | -24 | -8 | 1.0 | -2 | 18
19 | Cc1nn(-c2ccccc2)c(N)c1N=Nc1cccnc1 | 1 | 3 | -1 | -0.8 | -10 | -8 | 0.6 | -9 | 3
20 | COC(=O)c1ccc(Cn2c(C)c(C(=O)Nc3cccc(Oc4ccccc4)c3)sc2=O)o1 | -2 | 11 | -1 | nt | nt | nt | nt | 6 | 49*
21 | CCOC(=O)c1[nH]c2cc(OC)c(OC)cc2c1NC(=O)C(C)N1CCN(Cc2ccccc2)CC1 (stereo not drawn) | 1 | 11 | 0 | -0.5 | -9 | 1 | -0.7 | -4 | 15
22 | CCOc1ccccc1NC(=O)N1CCC(c2nc3ccc(C)cc3[nH]2)CC1 | 8 | 3 | -7 | -2.1 | -17 | 9 | 0.0 | -6 | 20
23 | CCOC(=O)c1cc(OCC(=O)NC(C)C(C)C)cc(C(=O)OCC)c1 (stereo not drawn) | -15 | 6 | 2 | -1.6 | 2 | -5 | -0.7 | -4 | -2
24 | COc1ccc(CNC(=O)C(=O)NCC2OCCN2S(=O)(=O)c2ccccc2)cc1 (stereo not drawn) | -19 | 5 | 7 | -0.4 | -13 | -9 | 0.3 | -2 | -19
25 | CCC(Cc1ccccc1)NC(=O)CCn1cccc1 (stereo not drawn) | 10 | -1 | -3 | -2.0 | 4 | -15 | 0.1 | -1 | 9

26: Cn1c(C(=O)N2CCN(c3ccc([N+](=O)[O-])cc3)CC2)cc2c(=O)[nH]c3ccccc3c21
27: CCOCCCNC(=O)C1CCN(Cc2cccc(OCc3ccccc3)c2)CC1
28: O=C(COc1ccc([N+](=O)[O-])cc1)Nc1cccc2nsnc12
29: COc1ccccc1C(=O)NC(=O)COC(=O)c1cc[n+]([O-])cc1
30: CN(C)c1ccc(CNC(=O)C2(C)Cc3c(-c4ccc5c(c4)OCO5)ccnc3O2)cc1 (stereo not drawn)
31: COCCN(C(=O)COC(=O)CCOc1cc(C)ccc1C)c1c(N)n(Cc2ccccc2)c(=O)[nH]c1=O
Screen / compound no.	26	27	28	29	30	31
CHRM1 antagonist	-1	-1	-9	1	-14	-5
TAAR1 agonist	10	1	20	1	-3	5
M1 PAM	7	-6	16	3	4	9
OXTR agonist	nt	-0.5	0.1	1.0	nt	nt
CHO parental Ca	nt	-18	3	-4	nt	nt
OXTR potentiate	nt	-21	-5	0	nt	nt
V1aR counter	nt	0.3	0.2	1.6	nt	nt
CHRM1 agonist	-10	-10	0	2	-8	-5
TAAR1 antag	-40	-9	-36	-9	-44	4

32: COc1cccc2c1OC1(C)CC2N(C(=O)c2ccco2)C(=S)N1c1ccc(F)cc1 (stereo not drawn)
33: COc1cccc(CNC(=O)CCN2C(=S)NC(C)(C)CC2C)c1 (stereo not drawn)
34: Cc1ccc(CN2C(=O)C(C)Sc3ccc(C#N)cc32)cc1 (stereo not drawn)
35: CNC(=O)c1c(NC(=O)c2ccco2)sc(C)c1C
36: O=C(c1ccncc1)N(Cc1cc2ccccc2[nH]c1=O)C1CCCCC1
37: CCC(C#CCN1CCOCC1)(CC)OCCC#N
Screen / compound no.	32	33	34	35	36	37
CHRM1 antagonist	-15	-10	-9	-3	9	-9
TAAR1 agonist	3	2	0	0	8	10
M1 PAM	10	10	3	17	-7	8
OXTR agonist	0.1	-1.6	nt	-1.1	0.0	1.0
CHO parental Ca	-30	-16	nt	5	-16	-1
OXTR potentiate	-7	-1	nt	-11	-6	-9
V1aR counter	1.4	-0.8	nt	-1.3	0.6	1.0
CHRM1 agonist	-3	-3	-8	8	-3	-3
TAAR1 antag	-11	20	-9	-8	-13	-8

38: CCOC(=O)Cn1nc(Cc2ccccc2)c2ccccc2c1=O
39: O=C(CNc1cccc(C(F)(F)F)c1)Nc1cccc(S(=O)(=O)N2CCCC2)c1
40: O=C(O)c1cnn2c(C(F)(F)F)cc(-c3ccco3)nc12
41: N#CC1C=Cc2ccccc2N1C(=O)c1ccccc1 (stereo not drawn)
42: Cc1ccc(C(=O)NCC(=O)OCc2csc(-c3ccccc3)n2)cc1
43: Cc1cccc(NC(=O)c2ccc(S(=O)(=O)N(C)C)cc2)n1
Screen / compound no.	38	39	40	41	42	43
CHRM1 antagonist	-5	0	-4	-9	-7	7
TAAR1 agonist	3	8	2	3	0	4
M1 PAM	3	0	6	8	7	-1
OXTR agonist	-2.1	8.6	0.1	-0.4	-2.6	1.7
CHO parental Ca	-26	0	1	2	-18	-2
OXTR potentiate	1	-12	0	6	1	-12
V1aR counter	-0.1	9.3	-0.4	1.3	-1.2	2.4
CHRM1 agonist	5	-1	-4	-3	-8	-3
TAAR1 antag	-19	18	-3	-24	-6	-3

44: O=C(O)c1cccnc1Sc1ccc(Br)cc1
45: CCn1c(SCC(=O)Nc2ccc3c(c2)c2ccccc2n3CC)nnc1-c1cnccn1
46: N=c1c2ccccc2nc2n1CCCCCCCCCCC2
47: COc1ccccc1NC(=S)N1CC(C)(C)C1=O
48: CCc1ccc(CN(C)C(=O)c2cc(COc3c(F)cccc3F)on2)cc1
49: COc1ccc(CNC(=O)CN2C(=O)COc3ccc(S(=O)(=O)N4CCOCC4)cc32)cc1
50: CCn1ccnc1CN(C)C(=O)c1cc(COc2ccc(Cl)cc2OC)on1
51: O=C(Nc1ccc(Cl)cc1)c1ccsn1
Screen / compound no.	44	45	46	47	48	49	50	51
CHRM1 antagonist	-1	-9	33	14	-2	-1	-8	8
TAAR1 agonist	5	5	4	2	3	1	1	1
M1 PAM	2	5	-15	-9	2	3	2	-3
OXTR agonist	-0.2	-1.3	3.7	-2.1	-1.0	-0.4	0.5	-1.3
CHO parental Ca	-10	-17	-3	-15	4	-27	-11	-11
OXTR potentiate	0	-7	-6	-3	-9	-6	-13	-10
V1aR counter	-0.4	0.4	3.0	-0.5	0.3	0.1	1.7	-0.8
CHRM1 agonist	-3	-9	3	-8	-7	-3	-5	-4
TAAR1 antag	-8	-8	-39	-11	15	-8	5	-8

Source: PubChem (The Scripps Research Institute Molecular Screening Center)
